sPLA2-III inh: human group III sPLA2 inhibitors, primary screen, biochemical, QFRET, BODIPY PC-A2 liposome substrate. QFRET BODIPY PC-A2 liposome hydrolysis, fluorescence. 370,000 compounds, 0.56% hits. Group 3 secretory phospholipase A2 (Homo sapiens), Q9NZ20. inhibition, % at 12.2 µM;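 active means inhibition above mean plus 3 SD of compounds lying within the high and low control bounds, cut at about 19% in these data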;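 further: 0% = median of test compound wells and 100% = no enzyme DMSO wells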
GAA850 FXN act: FXN promoter activators, primary screen, cell-based, luciferase luminescence, HEK293 lucGAA850. HEK293 lucGAA850 FXN promoter luciferase reporter, 24 h; percent of 10 µM SAHA response. activation, % at 6 µM. 360,000 compounds, 0.56% hits. AID 540364, 2011;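 active means activation above the average of all compounds screened plus 3 SD, cutoff fixed separately per campaign, cut at about 7.5% in these data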;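 further: 0% = DMSO wells and 100% = 10 µM SAHA wells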
ssDAF12 agonist: S. stercoralis DAF-12 nuclear receptor activators, primary screen, cell-based, luminescence, HEK293, GRIP1 co-expression, lit1-tk-luc | Nuclear hormone receptor DAF-12 (Strongyloides stercoralis) | HEK293 ssDAF-12/GRIP1 lit1-tk-luc reporter; % of 3 µM dafachronic acid response | activation, % at 6.8 µM | 370,000 compounds, 1% hits | AID 652126, 2013;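 active means activation above the mean over all tested compounds plus 3 SD, cut at about 0.9% in these data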;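 further: 0% = DMSO-only wells and 100% = 3 µM delta7-dafachronic acid wells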
hcDAF-12 act: H. contortus DAF-12 nuclear receptor activators, primary screen, cell-based, luminescence, HEK293, lit1-tk-luc reporter; activation, % at 6.8 µM; 370,000 compounds, 1.4% hits; HEK293 hcDAF-12 lit1-tk-luc reporter; 0% DMSO, 100% Δ7-dafachronic acid;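 active means activation above the mean of all tested compounds plus 3 SD, cut at about 5.5% in these data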;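 further: 100% = response to 3 µM Δ7-dafachronic acid high control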
PLCg1 inh: PLC-gamma1 enzyme inhibitors, primary screen, biochemical, fluorescence, purified enzyme. 1-phosphatidylinositol 4,5-bisphosphate phosphodiesterase gamma-1 (Homo sapiens), P19174. fluorogenic substrate. inhibition, % at 12.2 µM. 370,000 compounds, 0.84% hits; in the data active means inhibition above about 9.5%
ADAM10 inh: human ADAM10 inhibitors, primary screen, biochemical, QFRET, HTS; Disintegrin and metalloproteinase domain-containing protein 10 (Homo sapiens), O14672; AID 720582, 2013; recombinant ADAM10, EDANS/DABCYL FRET peptide cleavage, 3 h; inhibition, % at 7 µM; 370,000 compounds, 0.62% hits;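 active means inhibition above a per-campaign cutoff equal to the mean of compounds falling between control-based bounds plus 3 SD, cut at about 20% in these data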;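 further: 0% = DMSO wells while the 100% control is not disclosed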
PLC-beta3 inh: human PLC-beta3 inhibitors, primary screen, biochemical, fluorescence; 1-phosphatidylinositol 4,5-bisphosphate phosphodiesterase beta-3 (Homo sapiens), Q01970; Purified PLC-beta3, fluorogenic substrate; inhibition, % at 12.2 µM; 370,000 compounds, 0.18% hits; in the data active means inhibition above about 11%;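 further: 0% = median of compound wells on plate and 100% = full blocker control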
hgDAF-12 ag: H. glycines DAF-12 receptor agonists, primary screen, cell-based, luminescence, HEK293, GAL4 fusion, UAS-luciferase | 370,000 compounds, 1.8% hits | AID 687014, 2013 | HEK293 GAL4-hgDAF12 UAS-luciferase reporter, agonist luminescence; normalized to butyrate control | activation, % at 6.8 µM;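 active means activation above a cutoff set at the mean of all screened compounds plus 3 SD, cut at about 10% in these data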;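 further: 0% = DMSO wells and 100% = sodium butyrate wells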
ADAM17 inh: ADAM17 inhibitors, primary screen, biochemical, QFRET; Disintegrin and metalloproteinase domain-containing protein 17 (Homo sapiens), P78536; recombinant ADAM17, EDANS/DABCYL FRET peptide cleavage; inhibition, % at 6.95 µM; 370,000 compounds, 0.83% hits; AID 720648, 2013;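 active means inhibition above the mean of compounds lying between control limits plus 3 SD, set per campaign, cut at about 8.5% in these data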;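 further: 0% = DMSO-only wells as the low control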
Target sequence (P78536 215-824 limits assumed): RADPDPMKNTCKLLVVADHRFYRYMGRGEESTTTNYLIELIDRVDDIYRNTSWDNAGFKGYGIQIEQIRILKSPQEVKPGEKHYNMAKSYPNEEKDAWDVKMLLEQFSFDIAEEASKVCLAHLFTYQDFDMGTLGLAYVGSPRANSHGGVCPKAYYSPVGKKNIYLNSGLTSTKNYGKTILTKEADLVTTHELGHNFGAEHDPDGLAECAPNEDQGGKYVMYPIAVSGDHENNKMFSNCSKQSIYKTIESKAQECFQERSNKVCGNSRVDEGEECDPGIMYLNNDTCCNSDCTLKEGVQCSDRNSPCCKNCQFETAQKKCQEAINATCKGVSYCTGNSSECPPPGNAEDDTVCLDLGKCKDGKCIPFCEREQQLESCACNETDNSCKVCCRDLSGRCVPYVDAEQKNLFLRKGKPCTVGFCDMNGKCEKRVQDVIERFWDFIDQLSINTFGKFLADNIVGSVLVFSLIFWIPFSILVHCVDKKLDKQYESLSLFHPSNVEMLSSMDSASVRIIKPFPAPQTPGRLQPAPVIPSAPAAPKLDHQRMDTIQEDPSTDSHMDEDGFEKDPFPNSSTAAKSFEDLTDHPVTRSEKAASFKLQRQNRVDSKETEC
DAX1 inh-1: DAX1 (NR0B1) inhibitors on StAR promoter, primary screen, cell-based, luminescence, SF-1 (NR5A1), full-length DAX-1; AID 652010, 2013; 370,000 compounds, 1.1% hits; inhibition, % at 6.8 µM; HEK293T StAR-luciferase reporter, SF-1/DAX-1 repression relief;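 active means inhibition above the mean over all tested compounds plus 3 SD, cut at about 3.6% in these data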;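 further: 0% = DAX-1 cells with DMSO and 100% = cells lacking DAX-1 with DMSO; higher inhibition means more luminescence from relief of DAX-1 repression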
DAX1 inh-2: DAX1 (NR0B1) inhibitors, primary screen, cell-based, HEK293, Gal4-DAX1, luciferase luminescence | HEK293 Gal4-DAX1 luciferase reporter | AID 504766, 2011 | 340,000 compounds, 0.99% hits | inhibition, % at 6.75 µM;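 active means inhibition above the mean over all tested compounds plus 3 SD, cut at about 4.2% in these data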;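 further: 0% = DAX1-transfected cells with DMSO and 100% = empty-vector control cells with DMSO; inhibition shows as a rise in luminescence from relieved DAX1 repression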
Target sequence (P51843 207-470 limits assumed): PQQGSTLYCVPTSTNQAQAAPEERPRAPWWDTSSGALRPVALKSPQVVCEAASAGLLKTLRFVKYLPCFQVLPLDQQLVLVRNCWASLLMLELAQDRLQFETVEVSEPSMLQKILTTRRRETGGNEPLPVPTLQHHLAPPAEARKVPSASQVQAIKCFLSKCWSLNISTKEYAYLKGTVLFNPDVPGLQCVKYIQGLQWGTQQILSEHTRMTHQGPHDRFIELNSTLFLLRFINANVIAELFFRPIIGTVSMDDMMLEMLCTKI
* hit, by the source's call. Compounds were not picked by outcome; about 6.9% have a hit in one of these screens.

`COCCN(C(=O)COC(=O)c1ccc(C=O)cc1)c1c(N)n(Cc2ccccc2)c(=O)[nH]c1=O` gave sPLA2-III inh -0.1, GAA850 FXN act -0.7, ssDAF12 agonist -0.8, hcDAF-12 act 3.5, PLCg1 inh -3.5, ADAM10 inh -1.7, PLC-beta3 inh -13.4, hgDAF-12 ag -2.3, ADAM17 inh -6.1, DAX1 inh-1 0.0 and DAX1 inh-2 -0.3.
`O=C(COc1ccccc1Cl)c1ccc2c(c1)CCCC2` gave sPLA2-III inh -4.0, GAA850 FXN act 6.1, ssDAF12 agonist 0.0, hcDAF-12 act 2.6, PLCg1 inh -1.7, ADAM10 inh 6.7, PLC-beta3 inh -1.4, hgDAF-12 ag 12.1*, ADAM17 inh 2.1, DAX1 inh-1 1.0 and DAX1 inh-2 1.3.
O=C(C(Cc1ccc(Cl)cc1)NS(=O)(=O)c1ccccc1)N1CC[C@@]2(O)CCCC[C@H]2C1 (some centres not stated) was read as sPLA2-III inh -11.5, GAA850 FXN act -1.5, ssDAF12 agonist -0.9, hcDAF-12 act -0.2, PLCg1 inh -14.0, ADAM10 inh -29.4, PLC-beta3 inh -13.7, hgDAF-12 ag -0.1, ADAM17 inh -19.7, DAX1 inh-1 -0.6 and DAX1 inh-2 0.1.
Screening CC1CCCC(C)N1C(=O)CN1C(=O)c2ccccc2S1(=O)=O (configuration not stated) returned sPLA2-III inh 5.2, GAA850 FXN act 1.1, ssDAF12 agonist -1.3, hcDAF-12 act 1.2, PLCg1 inh 2.2, ADAM10 inh -10.6, PLC-beta3 inh -3.1, hgDAF-12 ag 2.7, ADAM17 inh 0.5, DAX1 inh-1 2.9 and DAX1 inh-2 0.3.
Screening CC(C)n1cnnc1SCC(=O)Nc1cccc(S(=O)(=O)N(C)c2ccccc2)c1 returned sPLA2-III inh -0.6, GAA850 FXN act 3.0, ssDAF12 agonist -1.3, hcDAF-12 act -0.9, PLCg1 inh 1.0, ADAM10 inh -6.2, PLC-beta3 inh -11.3, hgDAF-12 ag -4.0, ADAM17 inh -7.0, DAX1 inh-1 -0.5 and DAX1 inh-2 -0.4.
For O=C(CSc1ccc2nnc(-c3ccncc3)n2n1)NCC1CCCO1 (configuration not stated) the results were sPLA2-III inh 13.2, GAA850 FXN act 0.3, ssDAF12 agonist -1.1, hcDAF-12 act -0.7, PLCg1 inh -13.8, ADAM10 inh -41.8, PLC-beta3 inh -12.5, hgDAF-12 ag -0.6, ADAM17 inh -11.2, DAX1 inh-1 -1.3 and DAX1 inh-2 -0.8.
Screening Cc1c(C(=O)NC2CCCc3ccccc32)cccc1[N+](=O)[O-] (configuration not stated) returned sPLA2-III inh 3.2, GAA850 FXN act -0.2, ssDAF12 agonist -1.2, hcDAF-12 act -1.3, PLCg1 inh -1.5, ADAM10 inh 0.9, PLC-beta3 inh -4.0, hgDAF-12 ag 0.2, ADAM17 inh -5.6, DAX1 inh-1 -0.4 and DAX1 inh-2 -1.4.
O=C(NC(=O)c1cccc(OC(F)(F)C(F)F)c1)OC1CCS(=O)(=O)C1 (configuration not stated) was read as sPLA2-III inh -3.9, GAA850 FXN act 2.4, ssDAF12 agonist -1.3, hcDAF-12 act -1.9, PLCg1 inh 8.4, ADAM10 inh -4.2, PLC-beta3 inh 5.6, hgDAF-12 ag 0.7, ADAM17 inh -5.8, DAX1 inh-1 -0.7 and DAX1 inh-2 0.1.
For Cc1cc(OCC(=O)N(Cc2ccccc2)C2CCS(=O)(=O)C2)ccc1Cl (configuration not stated) the results were sPLA2-III inh -6.7, GAA850 FXN act -1.0, ssDAF12 agonist -0.9, hcDAF-12 act -1.9, PLCg1 inh 2.2, ADAM10 inh 4.2, PLC-beta3 inh -8.1, hgDAF-12 ag -1.2, ADAM17 inh -0.4, DAX1 inh-1 -0.4 and DAX1 inh-2 0.3.
For O=c1[nH]c(=O)c2nc3c4ccccc4c4ccccc4c3nc2[nH]1 the results were sPLA2-III inh 4.2, GAA850 FXN act -2.6, ssDAF12 agonist -1.4, hcDAF-12 act 0.2, PLCg1 inh -22.2, ADAM10 inh -14.5, PLC-beta3 inh -25.6, hgDAF-12 ag -1.9, ADAM17 inh -5.0, DAX1 inh-1 0.0 and DAX1 inh-2 1.0.
For Cc1cccc(-c2ccc3c(c2)C2CC3CCN2C(=O)OCc2ccccc2)c1 (configuration not stated) the results were sPLA2-III inh -1.4, GAA850 FXN act 0.3, ssDAF12 agonist -0.5, hcDAF-12 act -0.2, PLCg1 inh 0.7, ADAM10 inh -2.9, PLC-beta3 inh -0.6, hgDAF-12 ag 2.5, ADAM17 inh 1.7, DAX1 inh-1 0.4 and DAX1 inh-2 0.7.
Screening Cc1ccc(C(=O)NCC2(c3ccccc3)CCCC2)cc1 returned sPLA2-III inh -5.8, GAA850 FXN act 1.3, ssDAF12 agonist -1.4, hcDAF-12 act -1.0, PLCg1 inh 0.3, ADAM10 inh -3.8, PLC-beta3 inh -1.3, hgDAF-12 ag -1.4, ADAM17 inh -4.3, DAX1 inh-1 -0.5 and DAX1 inh-2 -1.6.
O=C(C1CCCN1S(=O)(=O)c1ccc(Cl)cc1)N1CCCCC1 (configuration not stated) was read as sPLA2-III inh 9.3, GAA850 FXN act -3.2, ssDAF12 agonist -0.8, hcDAF-12 act 2.7, PLCg1 inh 5.0, ADAM10 inh -15.5, PLC-beta3 inh -15.0, hgDAF-12 ag 0.5, ADAM17 inh -2.8, DAX1 inh-1 -0.8 and DAX1 inh-2 1.0.
`CCC(=O)N(Cc1cc2cc(OC)ccc2[nH]c1=O)c1cccc(C)c1` gave sPLA2-III inh 5.4, GAA850 FXN act -2.0, ssDAF12 agonist -1.2, hcDAF-12 act -1.2, PLCg1 inh -8.3, ADAM10 inh -40.6, PLC-beta3 inh -0.5, hgDAF-12 ag 0.3, ADAM17 inh -10.1, DAX1 inh-1 1.1 and DAX1 inh-2 1.4.
`COC(=O)[C@]12C[C@H](CC(=O)N3CCN(C(=O)C4CC4)CC3)C(=O)N(CCc3ccc(OC)c(OC)c3)C1=C[C@H](C(C)(C)C)O[C@@H]2C` gave sPLA2-III inh -1.1, ssDAF12 agonist -0.5, hcDAF-12 act -0.7, PLCg1 inh -0.2, ADAM10 inh -6.9, PLC-beta3 inh -0.6, hgDAF-12 ag -1.6, ADAM17 inh -3.6 and DAX1 inh-1 -0.3.
Screening CCOc1ccc(-n2c(C)cc(C(=O)CCl)c2C)cc1 returned sPLA2-III inh 0.7, GAA850 FXN act 1.3, ssDAF12 agonist -1.6, hcDAF-12 act -0.8, PLCg1 inh -2.6, ADAM10 inh -2.6, PLC-beta3 inh -38.5, hgDAF-12 ag -2.5, ADAM17 inh -3.4, DAX1 inh-1 -0.8 and DAX1 inh-2 -0.7.
`COc1ccc(NS(=O)(=O)c2cccc(C(=O)NNC(=O)c3ccc(NC(C)=O)cc3)c2)cc1` gave sPLA2-III inh -12.7, GAA850 FXN act 0.4, ssDAF12 agonist -1.2, hcDAF-12 act -1.1, PLCg1 inh -2.1, ADAM10 inh -2.1, PLC-beta3 inh -4.5, hgDAF-12 ag 1.6, ADAM17 inh -0.9, DAX1 inh-1 0.6 and DAX1 inh-2 -0.3.
Screening O=C(Nc1cccc2ccccc12)c1nn(C23CC4CC(CC(C4)C2)C3)cc1[N+](=O)[O-] returned sPLA2-III inh -9.7, GAA850 FXN act -0.8, ssDAF12 agonist -2.5, hcDAF-12 act -1.8, PLCg1 inh 4.1, ADAM10 inh 16.7, PLC-beta3 inh 8.6, hgDAF-12 ag -1.4, ADAM17 inh 5.3, DAX1 inh-1 0.5 and DAX1 inh-2 0.1.
`COc1cc(C2NCCC(=O)C2(C)C)cc(OC)c1OC` (configuration not stated) gave sPLA2-III inh -3.4, GAA850 FXN act 0.0, ssDAF12 agonist -0.8, hcDAF-12 act -0.3, PLCg1 inh 3.5, ADAM10 inh 4.4, PLC-beta3 inh 4.4, hgDAF-12 ag -1.6, ADAM17 inh 0.5, DAX1 inh-1 0.1 and DAX1 inh-2 0.5.
`COc1ccc(/C=C/C(=O)NCCOc2ccccc2OC)cc1` gave sPLA2-III inh -1.8, GAA850 FXN act 1.0, ssDAF12 agonist -1.1, hcDAF-12 act -1.0, PLCg1 inh 2.8, ADAM10 inh 6.9, PLC-beta3 inh 1.5, hgDAF-12 ag -2.5, ADAM17 inh 2.6, DAX1 inh-1 -0.1 and DAX1 inh-2 -1.2.
Screening COc1ccccc1S(=O)(=O)CC(O)COc1ccc(C#N)cc1 (configuration not stated) returned sPLA2-III inh -1.2, GAA850 FXN act 0.3, ssDAF12 agonist -1.4, hcDAF-12 act -2.0, PLCg1 inh 0.9, ADAM10 inh 0.9, PLC-beta3 inh -2.1, hgDAF-12 ag 0.7, ADAM17 inh -3.0, DAX1 inh-1 -1.1 and DAX1 inh-2 -1.1.
`CCOC(=O)c1cc(-c2ccc(Cl)s2)[nH]n1` gave sPLA2-III inh -9.4, GAA850 FXN act 0.1, ssDAF12 agonist -1.3, hcDAF-12 act 1.7, PLCg1 inh -1.2, ADAM10 inh 1.3, PLC-beta3 inh -4.8, hgDAF-12 ag -1.5, ADAM17 inh 3.0, DAX1 inh-1 0.1 and DAX1 inh-2 0.8.
Screening O=C(CSc1ccc(-c2cccnc2)nn1)Nc1ccc(F)cc1 returned sPLA2-III inh 2.6, GAA850 FXN act -1.4, ssDAF12 agonist -0.8, hcDAF-12 act 1.0, PLCg1 inh -0.9, ADAM10 inh -13.2, PLC-beta3 inh -6.8, hgDAF-12 ag -0.8, ADAM17 inh -3.4, DAX1 inh-1 1.6 and DAX1 inh-2 0.1.

Source: PubChem BioAssay
